# Source: PubChem BioAssay (National Center for Advancing Translational Sciences (NCATS))
# FEN1 inhibitor = human FEN1 inhibition. P39748. Recombinant FEN1 flap cleavage, fluorescence, 15 min. Potency, µM (doses to about 114 µM), without a hit: at the highest dose activity change, negative = inhibition, actives largely listed as inhibitors. actives 0.35% (n = 390,000). AID 588795; further: nearly all actives have a fitted effect of over 65% in size
# Target sequence (P39748 whole entry, looked up): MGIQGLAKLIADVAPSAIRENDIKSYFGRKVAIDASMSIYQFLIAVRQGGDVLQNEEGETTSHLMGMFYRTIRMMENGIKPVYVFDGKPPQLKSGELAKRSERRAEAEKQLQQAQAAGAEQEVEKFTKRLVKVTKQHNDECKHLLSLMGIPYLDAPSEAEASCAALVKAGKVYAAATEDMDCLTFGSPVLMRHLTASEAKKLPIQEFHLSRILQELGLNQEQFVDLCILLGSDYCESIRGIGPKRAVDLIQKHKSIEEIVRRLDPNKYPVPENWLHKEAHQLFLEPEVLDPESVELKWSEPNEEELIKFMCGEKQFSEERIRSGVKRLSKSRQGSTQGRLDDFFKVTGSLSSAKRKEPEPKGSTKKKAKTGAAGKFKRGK
#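 Quantitative HTS format: each compound was titrated, incubated with 10 nM nuclease for 15 min at room temperature, then challenged with flap substrate at 50 nM final. Signal change over 15 min gave concentration–effect curves.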
# N370S GC mod = inhibitors or activators of N370S glucocerebrosidase for Gaucher disease. P04062. N370S GC spleen homogenate, 4MU-glucoside fluorescence. Potency, µM (titrated, usually from 59.4 µM), inactives show at the top dose activity change, negative = inhibition, usual class: inhibitors. actives 0.092% (n = 330,000). AID 2101;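 further: 0% = full enzyme activity and -100% = no enzyme basal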
# TDP1 block = blocks human tyrosyl-DNA phosphodiesterase 1; recombinant TDP1, AlphaScreen DNA substrate cleavage; Potency, µM (top dose mostly 130 µM), without a hit: at the top dose activity change, negative = inhibition, most hits filed as inhibitors; actives 0.28% (n = 350,000); AID 485290; further: nearly all actives have a fitted effect of over 40% in size
# Target sequence (Q9NUW8 whole entry, looked up): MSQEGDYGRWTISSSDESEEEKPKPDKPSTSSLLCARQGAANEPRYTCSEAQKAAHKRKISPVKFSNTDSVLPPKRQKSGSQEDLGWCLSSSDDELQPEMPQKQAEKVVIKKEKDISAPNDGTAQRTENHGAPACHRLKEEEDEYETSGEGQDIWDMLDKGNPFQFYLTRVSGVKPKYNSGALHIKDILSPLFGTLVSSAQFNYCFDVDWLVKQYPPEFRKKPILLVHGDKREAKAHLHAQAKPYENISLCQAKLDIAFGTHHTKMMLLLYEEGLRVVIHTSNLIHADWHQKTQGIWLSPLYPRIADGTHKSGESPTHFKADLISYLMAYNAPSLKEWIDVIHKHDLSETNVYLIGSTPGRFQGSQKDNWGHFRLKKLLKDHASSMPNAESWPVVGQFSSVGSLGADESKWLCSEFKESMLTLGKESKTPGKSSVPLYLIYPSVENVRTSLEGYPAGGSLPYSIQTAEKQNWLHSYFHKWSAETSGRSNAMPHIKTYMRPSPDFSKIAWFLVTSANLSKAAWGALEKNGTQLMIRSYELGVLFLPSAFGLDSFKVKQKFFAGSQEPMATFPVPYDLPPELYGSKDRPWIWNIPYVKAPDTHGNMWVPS
#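 Recombinant E. coli-expressed Tdp1 (1 nM) preincubated with compound 15 min at RT, then 5'-biotin/3'-phosphotyrosine-FITC DNA substrate (15 nM) added for 5 min. AlphaScreen beads (10 ug/ml) added, 10 min RT; tyrosine-FITC cleavage read as signal loss.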
# * = called active by the depositor; ? = inconclusive; nt = no result given; & = joins results of further samples; [ ] = another dose, or the depositor's remark. The call rests on the fitted dose curve; in most records, active means well fitted curve in the direction sought with a large enough effect; inconclusive means small, poorly fitted or top-dose-only effect, or another doubt; inactive means no such curve, though single readings can be large; an effect the other way counts as inactive or inconclusive. Unless noted, on the % scale 0 is the no-effect control and ±100 the full control effect; potency means the concentration at half of the fitted maximal effect.
# Fields: FEN1 inhibitor, N370S GC mod, TDP1 block
> CC(Oc1ccc2c(-c3ccccc3)cc(=O)oc2c1)C(=O)NC(Cc1c[nH]c2ccc(O)cc12)C(=O)O (configuration not stated)
  0%, -4%, nt
> CCCC1C(c2ccc(OC)cc2)C(C#N)(C#N)C2(C#N)CC1(N)NC2=O (configuration not stated)
  -4%, 2%, 4%
> O=C(c1ccc(S(=O)(=O)Cc2ccccc2Cl)c([N+](=O)[O-])c1)N1CCN(c2ccccn2)CC1
  -16%, 2%, 6%
> Cc1ccc(S(=O)(=O)Nc2ccc3c(c2)C(=O)N([C@H](C)CO)C[C@H](C)[C@@H](CN(C)Cc2ccc(-c4ccccc4)cc2)O3)cc1
  5%, nt, 0%
> COc1cc(OC)cc(C(=O)Nc2ccc(S(=O)(=O)N3CCCCC3c3cccnc3)cc2)c1 (configuration not stated)
  -19%, nt, 12%
> Cc1ccc(NC(=O)CSc2nc(-c3ccc(F)cc3)cc(C(F)(F)F)c2C#N)cc1
  -117%, nt, 2%
> Cn1c(CNC(=O)CNC(=O)c2ccc(F)cc2)cc(=O)n(C)c1=O
  3%, 22%, 6%
> Cc1ccc(C)c(OCC(=O)Nc2ccc(S(=O)(=O)Nc3ncccn3)cc2)c1
  -15%, 1%, nt
> CC(=O)Nc1ccc2c(c1)C(C)(C)C(C)N2C (configuration not stated)
  -17%, -2%, 6%
> C#Cc1ccc([C@@H]2C=C(C(=O)OCC=C)O[C@H](OCc3ccc(CO)cc3)C2)cc1
  -24%, 9%, 0%
> CCOc1cc(/C=N/NC(=O)CN2CCCCC2)ccc1OCc1cccc(Cl)c1
  2%, ?, 6%
> CCCc1cc(=O)[nH]c(Nc2ccc(O)cc2C)n1
  7%, nt, 0%
> CC(C)c1nc(=S)n(-c2ccccc2)[nH]1
  7%, -15%, -8%
> CS(=O)(=O)NN1C(=O)c2ccccc2NC1c1ccccc1O (configuration not stated)
  -5%, 7%, 5%
> COc1ccc(NC(=O)C2CCCN2C(=O)Nc2cccc(F)c2)cc1 (configuration not stated)
  -12%, 13%, 6%
> CCOc1ccc(S(=O)(=O)N(CC(N)=O)c2ccc(C)cc2)cc1
  10%, -1%, 5%
> CCn1c(C)nc2c1C(=O)c1ccccc1C2=O
  5%, 3%, -6%
> CC(C)(Oc1ccc(Cl)cc1)C(=O)Nc1ncccn1
  -3%, 7%, 3%
> O=C(Nc1ccc(-c2nc3ccccc3[nH]2)cc1)c1ccc(N2C(=O)CCC2=O)cc1
  0%, -3%, -13%
> CCOc1ccc(N2CC(C(=O)NC3=NCCS3)CC2=O)cc1 (configuration not stated)
  -11%, 0%, 0%
> COc1ccccc1-n1cnc2sc(-c3ccccc3)cc2c1=O
  -10%, 3%, -2%
> Cc1c(C(=O)OCC(=O)N2CC(=O)Nc3ccccc32)oc2ccccc12
  2%, 1%, 0%
> Cc1c(C(=O)Nc2cccc(C#N)c2)sc2nc3n(c(=O)c12)CCCCC3
  28%, nt, 12%
> COc1ccc(CCNC(=O)Cn2ccc3cc(S(=O)(=O)N4CCCC4)ccc32)cc1OC
  14%, -3%, 3%
> O=C(NCCN1CCCCCC1)C1CC(=O)N(CCc2ccccc2)C1 (configuration not stated)
  -10%, 3%, 0%
> Cc1nnsc1C(=O)N/N=C/c1c(F)cccc1Cl
  4%, 1%, 8%
> Cc1ccc(NC(=O)C(c2ccccc2)N2CCN(CC(=O)N3CCOCC3)CC2)cc1Cl (configuration not stated)
  -1%, nt, 28µM*
> CNS(=O)(=O)c1cnccc1N1CCN(C)CC1
  -7%, 8%, -4%
> Cc1onc(C(=O)NN)c1C(=O)N1CCN(C(c2ccccc2)c2ccccc2)CC1
  -22%, -16%, 8%
> CCn1c(C)[n+](CCOCC[n+]2c(C)n(CC)c3cc(Cl)c(Cl)cc32)c2cc(Cl)c(Cl)cc21
  -11%, 4%, 6%
> CCN(CC)S(=O)(=O)c1ccc(N/N=C(\C)c2ccc(OC)cc2O)nc1
  ?, -24%, 11%
> COc1ccccc1C1=NNC(=NCc2ccccc2)SC1
  -1%, -2%, 5%
> O=C(CCC(=O)NNC(=O)COc1ccc(Br)cc1Br)NCc1ccccc1
  1%, 1%, 3%
> CCOC(=O)c1cc(=O)n(Cc2ccccc2C)c2ccccc12
  -5%, 12%, 0%
> CC1CCCCN1S(=O)(=O)c1ccc(S(=O)(=O)N2CCN(c3ccccc3)CC2)cc1 (configuration not stated)
  -1%, -3%, 0%
> COc1ccccc1NC(=O)c1ccc(NC(=O)c2nc3nccc(C)n3n2)cc1
  -5%, nt, 1%
> C/C(=N\NC(=O)CNC(=O)c1ccncc1)c1ccc(C)cc1
  2%, -9%, 2%
> O=C(CBr)N1CCc2ccccc2C(c2ccccc2)C1 (configuration not stated)
  2%, 6%, nt
> O=[N+]([O-])c1ccc(C(=S)N2CCC(Cc3ccccc3)CC2)cc1
  -10%, 4%, 5%
> O=C(CSc1ccc([N+](=O)[O-])cc1)Nc1cccc(S(=O)(=O)Nc2ccccc2F)c1
  2%, 30%, 5%
> C/C(N)=C(/C#N)C(=O)COC(=O)c1ccccc1Cc1ccccc1
  -22%, ?, 4%
> Nc1ncnc(N(c2ccccc2)C2CCCCC2)c1[N+](=O)[O-]
  -1%, -1%, 1%
> CC(C)NC(=O)N1CCC(c2nc3ccccc3s2)CC1
  20%, 0%, nt
> CCCCn1nnnc1NCc1cccs1
  0%, -1%, 3%
> O=C(CN1C(=O)C(=O)N(Cc2ccco2)C1=O)NC1CCCCC1
  2%, 7%, nt
> CC(=O)Nc1ccc(S(=O)(=O)Nc2ccc(Nc3ccccc3)cc2)cc1
  -5%, 0%, nt
> Cc1cc(C)c(S(=O)(=O)N2CCCCC2C(=O)O)c(C)c1 (configuration not stated)
  6%, 4%, -5%
> CC(On1nnc2ccccc21)C(=O)N1CCN(Cc2ccccc2)CC1 (configuration not stated)
  4%, -19%, 2%
> Cc1ccc(N(C(=O)CNC(=O)c2ccco2)C(C(=O)NC2CCCCC2)c2cccnc2)c(C)c1 (configuration not stated)
  12%, 0%, -5%
> Cc1ccc(Oc2cc(NC(=O)CCCn3nc(C)c([N+](=O)[O-])c3C)cc([N+](=O)[O-])c2)cc1
  5%, 5%, 5%

# (more compounds)
# Fields: FEN1 inhibitor, N370S GC mod, TDP1 block
> COc1ccc(N2CC(C(=O)N/N=C/c3ccc(C)cc3)CC2=O)cc1 (configuration not stated)
  -4%, 0%, -4%
> CSc1ncccc1C(=O)OCC(=O)N1CCOCC1
  -3%, 2%, -1%
> O=C(COc1ncnc2ccccc12)NCc1ccc2c(c1)OCO2
  -1%, -2%, 4%
> S=C(NCCCN1CCOCC1)Nc1cccc(Cl)c1
  -1%, 1%, -7%
> COc1ccc(OC)c(-c2nnc3n2N=C(c2ccc(OC)c(OC4CCCC4)c2)CS3)c1
  3%, nt, 7%
> CCOc1ccccc1C(=O)NCC(=O)N(C)Cc1cccnc1
  10%, 3%, -8%
> CCc1cccc(NC(=O)c2ccc(CNc3c(N4CCCC4)c(=O)c3=O)cc2)c1
  0%, 5%, nt
> N#Cc1nc(N2CCCC2)nc(N2CCCC2)n1
  6%&9%, 27%, -1%&1%
> COCCn1c(N)c(N(Cc2ccccc2)C(=O)CN2C(=O)NC(C)(c3ccccc3)C2=O)c(=O)[nH]c1=O (configuration not stated)
  0%, -5%, 4%
> O=C(/C=C/c1ccc(O)cc1)c1ccccc1O
  nt, ?, 23%[56.1 µM]
> CCOc1ccccc1N1CCN(CC(=O)NCCc2ccc(S(N)(=O)=O)cc2)CC1
  0%, -10%, 2%
> CCOc1ccc(NC(=O)C(C)Sc2nnnn2C)cc1 (configuration not stated)
  -17%, 5%, 1%
> CCOc1ccc(-c2cc(C)n3nc(C(=O)Nc4cc(Cl)ccc4O)cc3n2)cc1
  -20%, nt, 0%
> COc1ccc(C(=O)NNC(=O)CSc2nnc(C)n2CC2CCCO2)cc1 (configuration not stated)
  18%, -1%, 6%
> CCN(CC)c1ccc(NC(=O)CSc2nnc3nc(C)cc(C)n23)cc1
  12%, 5%, -6%
> COc1ccc(C2(CNC(=O)c3ccc(N)cc3)CCCC2)cc1
  -8%, -3%, nt
> O=C1CC(C(=O)N2CCCc3ccccc32)CN1c1ccc(Cl)cc1 (configuration not stated)
  -16%, ?, 1%
> COc1ccc(N2CCN(C(=O)CCn3nc(C)c(S(=O)(=O)N4CCCC4)c3C)CC2)cc1
  -1%, nt, -1%
> O=C(Nc1nnc(Cc2ccccc2)s1)C1CCN(C(=O)c2ccco2)CC1
  -4%, -7%, -3%
> Cc1cc(=O)n(CC(=O)N2CCCc3ccccc32)c2c1c(C)nn2-c1cccc(F)c1
  -1%, nt, 10%
> COc1ccc(CN(C(=O)c2ccco2)c2ccc(C)c(C)c2)cc1
  -28%, 4%, -4%
> Cc1c(C(=O)N2CCCCCC2)nnn1-c1nonc1N
  -4%, 0%, 8%
> O=C(Nc1ccccc1C(=O)NCCCN1CCOCC1)c1ccc(F)cc1
  2%, -1%, 1%
> C[N+](C)(C)CCNC(=O)c1c(O)c2c([nH]c1=O)CCCC2
  -8%, -1%, -3%
> COC(=O)C(C)N1C(=O)S/C(=C\c2cc(C)n(-c3ccccn3)c2C)C1=O (configuration not stated)
  -10%, -3%[12.8 µM], 6%
> Cc1nn(-c2ccc(N3CCOCC3)nn2)c(C)c1CCC(=O)NCc1ccccc1
  19%&-1%, -1%, 1%&-6%
> O=C(NCCCN1CCCC1=O)Nc1ccc(F)c(Cl)c1
  11%, 5%, 2%
> CCOc1ccc(N2CC(C(=O)Nc3cc(C)on3)CC2=O)cc1 (configuration not stated)
  8%, -2%, 2%
> COc1ccccc1/C=C1\N=C(C(C)(C)C)OC1=O
  17%, -10%, -17%
> Nc1cccc(C(=O)N/N=C/c2ccsc2)c1
  6%, -10%, 8%

# By substructure: the entries above containing a nitro group on carbon.
# Fields: FEN1 inhibitor, N370S GC mod, TDP1 block
> O=C(c1ccc(S(=O)(=O)Cc2ccccc2Cl)c([N+](=O)[O-])c1)N1CCN(c2ccccn2)CC1
  -16%, 2%, 6%
> O=[N+]([O-])c1ccc(C(=S)N2CCC(Cc3ccccc3)CC2)cc1
  -10%, 4%, 5%
> O=C(CSc1ccc([N+](=O)[O-])cc1)Nc1cccc(S(=O)(=O)Nc2ccccc2F)c1
  2%, 30%, 5%
> Nc1ncnc(N(c2ccccc2)C2CCCCC2)c1[N+](=O)[O-]
  -1%, -1%, 1%
> Cc1ccc(Oc2cc(NC(=O)CCCn3nc(C)c([N+](=O)[O-])c3C)cc([N+](=O)[O-])c2)cc1
  5%, 5%, 5%

# New compounds follow.
# Fields: FEN1 inhibitor, N370S GC mod, TDP1 block
> CCCCn1c(N)c(N(CC)C(=O)CSCc2c(C)noc2C)c(=O)[nH]c1=O
  -2%, 0%, 1%[56.1 µM]
> CC1=NN(c2ccc(C)cc2C)C(=O)C1C(c1cccc(O)c1)C1C(=O)N(c2ccc(C)cc2C)N=C1C (configuration not stated)
  -5%, -3%, 0%
> COc1cc(/C=C2/SC(=S)N(Cc3ccccc3)C2=O)ccc1OS(C)(=O)=O
  7%, -1%, nt
> CC(C)(C)OC(=O)C[C@@H]1C/C=C\C[C@H](CC(=O)N(CCO)Cc2ccccc2)C(=O)NCCOC1=O
  7%, nt, 0%
> Cc1noc(C)c1COc1ccccc1C(=O)NCCc1ccc(Cl)cc1
  -15%, 1%, -4%
> COCCn1nnnc1C(c1ccccc1Cl)N1CCN(c2ccccc2OC)CC1 (configuration not stated)
  -4%, 0%, 2%
> O=C(Cn1c(=O)n(-c2ccccc2Cl)c(=O)c2sc3ccccc3c21)N1CCCC1
  18%, nt, 1%
> CCOc1ccc(-c2cc(NC(=O)Nc3cccc(C(C)=O)c3)c(C(=O)OC)s2)cc1
  -1%, nt, -3%
> COc1ccccc1N1CCN(C(=O)c2cc3c(s2)CCCCC3)CC1
  -3%, 4%, 3%
> COc1ccc(-c2nc(CN3CCC(C(=O)NC4CCN(Cc5ccccc5)CC4)CC3)c(C)o2)cc1OC
  19%, -3%, 4%
> CCCC(C)NC(=O)Cc1ccccc1 (configuration not stated)
  -2%, 1%, -3%
> CCC(C)(C(=O)NC1CCCC1)N(Cc1ccco1)C(=O)c1ccccn1 (configuration not stated)
  -10%, -7%, 4%
> COc1cccc(NC(=O)CSC2=Nc3ccccc3N=C(c3ccc(F)cc3)C2)c1
  ?, nt, 7%
> Cc1ccc(/C=N/Nc2nc(N3CCCCC3)nc(N3CCCCC3)n2)o1
  -4%, 7%, 5%
> Cc1ccc(/C(O)=C2/C(=O)C(=O)N(c3ccccn3)C2c2ccc(F)cc2)cc1 (configuration not stated)
  9%, -3%, nt
> CCOc1ccc(CC(=O)NCc2cn3c(C)csc3n2)cc1
  -1%, 3%, 2%
> C#CCOCCOCCOCCNc1nc(N2CCN(C(=O)Cn3cc(CCO)nn3)CC2)nc(N2CCN(C(=O)[C@H]([C@@H](C)O)n3cc(CCCCN)nn3)CC2)n1
  -3%, 13%, 3%
